# Screening results: PubChem BioAssay, National Center for Advancing Translational Sciences (NCATS)
# MCF10A rereplic = A quantitative high throughput screen for small molecules that induce DNA re-replication in MCF 10a normal breast cells; MCF 10A DNA re-replication, Hoechst nuclear intensity, 48 h; Potency, µM (highest dose often 46.1 µM), without a hit: top-dose activity, positive = re-replication, hits mostly activators; 350,000 compounds, 2.9% hits; further: potency means the concentration at half of the fitted maximal effect; % of control where 0% means no effect; nearly all actives have a fitted effect of over 50% in size
# IL-1B inflam inh = qHTS for Inhibitors of Inflammasome Signaling: IL-1-beta AlphaLISA Primary Screen | THP-1 LPS/ATP IL-1B secretion, AlphaLISA, 16 h; hits give low values | 360,000 compounds, 4.7% hits | activity change, % at 57.5 µM; in the data active means activity change below about -50%; inconclusive means mostly about -30% to -49%; further: on the % scale 0 is the no-effect control and ±100 the full control effect
#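 THP-1 cells pretreated 1 hr with compounds (up to 57.5 uM final), then stimulated with LPS (250 ng/mL final) plus ATP (1.25 mM final); secreted IL-1B measured by AlphaLISA after 16 hr, decreased signal indicating inhibition.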
# SW480 rereplic = A quantitative high throughput screen for small molecules that induce DNA re-replication in SW480 colon adenocarcinoma cells. Potency, µM (top dose mostly 46.1 µM), for the others: top-dose re-replication activation, actives largely listed as activators. 340,000 compounds, 1.8% hits. AID 624297, 2012. SW480 DNA re-replication, Hoechst DNA content imaging, 48 h; further: potency means the concentration at half of the fitted maximal effect; % of control where 0% means no effect; nearly all actives have a fitted effect of over 55% in size
#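 Quantitative HTS format with DMSO vehicle controls; 48 hr drug incubation at 37 C, then 40 min Hoechst staining and scanning imager measurement at 405 nm excitation.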
# HT1080NT lethal = qHTS for induction of synthetic lethality in tumor cells producing 2HG: qHTS for the HT-1080-NT fibrosarcoma cell line. HT-1080-NT fibrosarcoma viability, CellTiter-Glo ATP luminescence, 48 h. Potency, µM (doses to about 46.1 µM), inactives show top-dose activity, negative = less viability, hits mostly cytotoxic. 360,000 compounds, 1.6% hits. AID 686970, 2013;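 further: NT is the 2HG producing partner of a matched IDH1 knockdown line; potency means the concentration at half of the fitted maximal effect; 0% = DMSO-treated cells and -100% = media-only wells without cells; nearly all actives have a fitted effect of over 55% in size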
#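 Read-out is CellTiter-Glo luminescence after 10 minutes at room temperature, following 48 hours' compound treatment of HT-1080-NT cells (750 cells/well, RPMI, 5% FBS, 37 degrees C).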
# KB-3-1 cytotox = qHTS assay for MDR1-selective chemotherapeutics: Primary screen using the parental adenocarcinoma cell KB-3-1; KB-3-1 viability, CellTiter-Glo ATP luminescence, 72 h; Potency, µM (series often up to 46.1 µM), for inactives: at the top dose activity change, negative = cytotoxic, hits mostly cytotoxic; 400,000 compounds, 1.4% hits; AID 1347075, 2019; further: potency means the concentration at half of the fitted maximal effect; on the % scale 0 is the no-effect control and ±100 the full control effect; nearly all actives have a fitted effect of over 60% in size
#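 KB-3-1 parental drug-naive adenocarcinoma cells in DMEM/10% FBS, incubated 72 h at 37 C with pin-transferred compounds across a concentration series. Viability by CellTiter-Glo luminescence; concentration-response curves fitted after normalization.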
# DRD3 agonist = qHTS of D3 Dopamine Receptor Agonist: qHTS. AID 652048, 2013. D(3) dopamine receptor (Homo sapiens), P35462. 410,000 compounds, 0.58% hits. max activation, %. D3R DiscoveRx beta-arrestin cells, luminescence, 90 min; in the data active means max activation above about 30%; further: 0% is about no effect; mostly tested at two doses, the higher about 12 µM
# Target sequence (P35462 whole entry, looked up): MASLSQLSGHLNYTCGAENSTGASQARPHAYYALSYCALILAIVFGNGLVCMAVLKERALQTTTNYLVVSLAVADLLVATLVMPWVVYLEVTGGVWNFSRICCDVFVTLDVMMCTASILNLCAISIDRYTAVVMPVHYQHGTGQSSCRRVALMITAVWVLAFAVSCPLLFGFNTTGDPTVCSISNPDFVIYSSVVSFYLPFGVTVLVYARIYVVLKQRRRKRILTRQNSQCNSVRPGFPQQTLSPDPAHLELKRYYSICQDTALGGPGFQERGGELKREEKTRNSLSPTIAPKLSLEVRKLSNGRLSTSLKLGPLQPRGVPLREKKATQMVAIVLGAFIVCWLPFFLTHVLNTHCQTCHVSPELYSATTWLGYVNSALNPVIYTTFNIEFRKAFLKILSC
#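 Cells at 1500/well, incubated overnight, then treated with pinned compounds (dopamine as control) for 90 min at 37 degrees C. DiscoveRx reagent added for 30 - 60 minutes at room temperature; luminescence read.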
# HEK293 tox = qHTS of GLP-1 Receptor Inverse Agonists: Cytotox Screen. HEK293 cAMP-luciferase reporter cells, luminescence, 24 h. Potency, µM (doses to about 38.3 µM), inactives show at the top dose activity change, negative = inhibition, most hits filed as inhibitors. 410,000 compounds, 0.13% hits;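 further: loss of luciferase light is scored as toxicity; potency means the concentration at half of the fitted maximal effect; on the % scale 0 is the no-effect control and ±100 the full control effect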
#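 Step one: seed cells (200 cells/uL, DMEM with 10% Nu serum, 1% pen-strep). Step two: 12-hour incubation at 37 deg C. Step three: pin 23 nL compound, incubate 24 hr. Step four: add luciferase reagent, read luminescence 12 min later.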
# HT1080 IDH1KD tx = qHTS for induction of synthetic lethality in tumor cells producing 2HG: qHTS for the HT-1080-IDH1KD cell line; HT-1080 IDH1 knockdown viability, ATP luminescence, 48 h; 360,000 compounds, 2% hits; AID 686971, 2013; Potency, µM (titrated, usually from 46.1 µM), for inactives: at the top dose activity, negative = toxicity, actives largely listed as cytotoxic;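 further: potency means the concentration at half of the fitted maximal effect; 0% = DMSO wells and -100% = cell-free medium wells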
#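 HT-1080-IDH1KD cells (IDH1 knocked down), 750/well in RPMI with 5% FBS, treated with compound 48 h at 37 degrees C. Viability by CellTiter-Glo luminescence, normalised to DMSO and no-cell wells; concentration-response curves classed.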
# KB-V1 MDR tox = qHTS assay for MDR1-selective chemotherapeutics: Primary screen using the drug-selected MDR subline cells KB-V1; KB-V1 MDR cells viability, CellTiter-Glo, 72 h; Potency, µM (top dose mostly 46.1 µM), for inactives: at the highest dose activity change, negative = cytotoxicity, hits mostly cytotoxic; 400,000 compounds, 3.4% hits; AID 1347076, 2019; further: potency means the concentration at half of the fitted maximal effect; on the % scale 0 is the no-effect control and ±100 the full control effect; nearly all actives have a fitted effect of over 60% in size
#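 KB-V1, DMEM (no phenol red) + 10% FBS; cpd pin-transferred, titration series; 72 h, 37 degrees C; CellTiter-Glo, luminescence. Data normalized, curve-fit.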
# * marks the source's active call; other numbers are inactive results; i = inactive; ? = inconclusive; . = no result given; [ ] = remark or other dose. Unless noted, the call rests on the fitted dose curve; in most records, active means well fitted curve in the direction sought with a large enough effect; inconclusive means small, poorly fitted or top-dose-only effect, or another doubt; inactive means no such curve, though single readings can be large; an effect the other way counts as inactive or inconclusive.
SMILES,MCF10A rereplic,IL-1B inflam inh,SW480 rereplic,HT1080NT lethal,KB-3-1 cytotox,DRD3 agonist,HEK293 tox,HT1080 IDH1KD tx,KB-V1 MDR tox
Cc1ccc([N+](=O)[O-])c(OCCCN2C(=O)NC(C)(C)C2=O)c1,-4%,0,-27%,-11%,-9%,-3,-4%,-2%,-11%
COc1ccc(C(O)C(CC(=O)NCCCOC(C)C)C(=O)NCCCOC(C)C)cc1OC (stereo not drawn),2%,13,-4%,15%,14%,2,3%,14%,22%
Cc1ccc2nc(-c3ccc(F)cc3)nc(SCC(=O)NCC3CCCO3)c2c1 (stereo not drawn),0%,17,-2%,-16%,?,-9,1%,0%,-5%
O=C(O)c1ccc(NC(=S)N2CCCCC2)cc1,4%,20,-4%,11%,2%,-1,0%,-1%,?
CS(=O)(=O)N1CCCCC1c1cc(C(=O)Nc2cccc(C#N)c2)no1 (stereo not drawn),.,-18,.,19%,0%,-16,1%,6%,-1%
O=c1[nH]c(Cn2nnc(-c3ccccc3)n2)nc2scc(-c3ccccc3)c12,2%,-6,4%,-12%,-14%,3,6%,-19%,?
N#CCCn1c(O)c(N=NC(=O)CNC(=O)c2cccs2)c2ccccc21,-6%,13,-7%,13%,2%,-2,-15%,4%,19%
Cc1nc2ncnn2c(C)c1Cc1ccc(Cl)cc1,-7%,-6,-1%,-2%,-7%,0,-14%,-9%,?
O=[N+]([O-])c1ccccc1/C=C/C=N/n1c(-c2ccco2)n[nH]c1=S,?,-6,12%,-17%,-13%,-8,?,-3%,-1%
Cc1ccc2c(c1)C1CC(C)(O2)N(c2cccc(C(=O)N3CCN(c4ccccn4)CC3)c2)C(=O)N1 (stereo not drawn),-3%,?,4%,-10%,-1%,0,-6%,-3%,0%
COc1ccc(Cc2ccc(OC)c(N)c2)cc1N,?,-3,?,-1%,11%,11,15%,7%,-7%
CN(C)c1ccc(CNc2ncn[nH]2)cc1,-10%,-11,-13%,2%,13%,2,0%,-2%,?
Cc1ccccc1Nc1ncc(C#N)c(N)n1,-1%,-1,-1%,8%,6%,7,2%,-1%,10%
COc1cccc(CNC(=O)c2cc3c(s2)-c2c(C)cccc2OC3)c1,.,.,.,.,-23%,-9,4%,.,-3%
CCCCN(CCCC)Cc1cc(=O)oc2ccc3ccccc3c12,.,15,.,-1%,0%,5,1%,?,19%
CC(=O)c1cccc(Nc2ncnc3ccc(Br)cc23)c1,?,117,?,-5%,-7%,1,-16%,-18%,-5%
CCCCN(C(=O)CSc1nnc(-c2ccc(OC)cc2)n1CC)c1c(N)n(Cc2ccccc2)c(=O)[nH]c1=O,-4%,-60*,6%,0%,18%,-9,-6%,13%,-6%
CC1(C(=O)NS(=O)(=O)c2ccc(Cl)cc2)CCN1C(=O)C1CCCCC1 (stereo not drawn),.,11,.,3%,0%,5,6%,7%,4%
O=C(/C=C/c1cccc(Cl)c1)N1CCC(Cc2ccccc2)CC1,?,?,2%,-8%,5%,4,-12%,-17%,-28%
CCOc1ccc(-c2nc(C#N)c(NCC3CCCO3)o2)cc1 (stereo not drawn),10%,-4,6%,6%,-2%,-2,5%,0%,0%
CN(CC(=O)Nc1cccc(F)c1)C(=O)c1cn(-c2ccccc2)nc1-c1cccs1,?,-5,13%,-10%,?,-2,-17%,-10%,?
CCc1nc2c(OCc3ccc4c(c3)OCO4)cccn2c1N(C=O)Cc1ccccc1,.,-12,.,3%,0%,-23,-4%,2%,-8%
Cn1c(C(=O)OC(C(=O)NC2CCCC2)c2cccnc2)cc2sccc21 (stereo not drawn),10µM*,-20,?,2%,6%,0,-13%,-8%,?
O=C(CC1Oc2ccccc2NC1=O)NCCCN1CCN(C2CCCCC2)CC1 (stereo not drawn),7%,-6,-1%,0%,-2%,-8,-23%,1%,7%
S=c1[nH]nc(-c2cccc(Br)c2)o1,10%,28,2%,1%,19%,-1,10%,7%,8%
O=C(/C=C/c1ccco1)N(Cc1ccc(Cl)cc1)C1CCS(=O)(=O)C1 (stereo not drawn),71%,-6,?,-4%,-22%,13,2%,-1%,-3%
Cc1ccc(C)c(CNS(=O)(=O)c2c(C)[nH]c(C)c2C(=O)N2CCCCC2)c1,0%,0,?,4%,-5%,5,5%,0%,-2%
Cc1cc(N2CCOCC2)nc(SCC(=O)c2ccc(Cl)cc2)n1,-2%,-16,3%,8%,15%,6,-15%,3%,?
Cc1cc(C)cc(N(CCC#N)C(=O)COC(=O)C2=COCCO2)c1,-3%,0,-5%,6%,-1%,-1,-4%,7%,-17%
CSc1nc(N)nc2c1ncn2CC(=O)N[C@H](CO)Cc1c[nH]c2ccccc12,-23%,23,0%,0%,-8%,12,-2%,3%,16%
O=C(c1ccco1)N1CCN(c2nc3ccccc3n3nnnc23)CC1,1%,-5,-1%,11%,6%,4,6%,9%,-1%
CC(NS(=O)(=O)c1ccccc1)C1COc2ccccc2O1 (stereo not drawn),-1%,13,-2%,1%,-3%,7,-18%,-1%,2%
Cc1ccc2c(c1)c1c(c(=O)n(Cc3ccccc3)c(=O)n1Cc1cccc(C(F)(F)F)c1)n2C,.,.,.,.,6%,6,4%,.,21%
Cc1cc(C)n2c(nc3ccccc32)c1C(=O)NCc1ccccc1,?,-1,-43%[inhibitor],1%,2%,2,4%,12%,?
CCOc1ccc(NC(=O)C2CCCCN2S(=O)(=O)c2ccccc2)cc1 (stereo not drawn),3%,17,-8%,2%,?,-4,-6%,-14%,?
Cc1ccc(SCCC(=O)OC(C)C(=O)Nc2ccccc2)cc1 (stereo not drawn),?,11,?,2%,0%,-16,-3%,-2%,-12%
CCOc1ccc(-n2ccnc(SCC(=O)Nc3cccc(OC)c3)c2=O)cc1,29%,-4,?,1%,-28%,-16,-8%,-4%,0%
O=C(N1CCCCC1)N1CCN(S(=O)(=O)c2ccccc2)CC1,-3%,0,3%,1%,?,1,5%,1%,14%
CC(=O)Nc1ccc(S(=O)(=O)Nc2cccc(-c3cn4cccnc4n3)c2)cc1,-1%,-18,-5%,5%,-5%,2,-3%[7.66 µM],-4%,10%
N#CCCN1CCN(S(=O)(=O)c2ccc3c(c2)OCCCO3)CC1,5%,0,-4%,-1%,1%,-1,-5%,0%,4%
COc1cc(S(=O)(=O)Nc2ncccc2C)c(OC)cc1Cl,-3%,-12,-3%,2%,-4%,-2,17%,-4%,0%
Cc1ccc(S(=O)(=O)Oc2cccc(/C=N/Nc3ccc(C(=O)O)cc3)c2)cc1,?,19,-6%,-19%,-1%,17,-4%,-14%,21%
COc1cc(/C=C(\C#N)C(=O)NCc2ccccc2)ccc1OCc1ccc(C(=O)O)cc1,?,15,?,-28%,4%,0,-6%,-27%,-6%
Cc1ccc(NC(=O)Cn2c(=O)n(CCCC(=O)NCc3ccc4c(c3)OCO4)c(=O)c3ccccc32)cc1,.,.,.,.,9%,-2,4%,.,?
Cc1cc2ccccc2n1CCNC(=O)c1ccc(S(=O)(=O)N2CCOCC2)cc1,3.7µM*,17,16µM*,-20%,-15%,6,-17%,?,-6%
CCCc1cc(=O)oc2cc(C)c3c(C)coc3c12,-5%,8,-6%,-1%,16%,2,8%,-14%[9.24 µM],2%
O=C(CCN1CCC2CCC(C2)C1)c1ccccc1 (stereo not drawn),?,-4,?,7%,-8%,-6,13%,6%,-1%
CCCNS(=O)(=O)c1ccc(CCC(=O)N2CCN(c3ccc(F)cc3)CC2)cc1,24%,0,-3%,2%,?,6,0%,1%,9.2µM*
COc1ccccc1C(=O)Nc1nc(-c2ccc(S(=O)(=O)N3CCOCC3)cc2)cs1,?,?,7%,?,15µM*,27,?,?,4.6µM*
O=C(COC(=O)/C=C/c1cccc([N+](=O)[O-])c1)Nc1ccc(Cl)cn1,-9%,3,11%,-1%,10%,-7,1%,-4%,9%
Cc1cc(OCC(=O)NCc2cccnc2)ccc1[N+](=O)[O-],1%,7,2%,-3%,-11%,2,-4%[7.66 µM],22%,-15%
C[C@H](NC(=O)c1ncn(C)c1C(=O)N[C@@H](C)c1ccccc1)c1ccccc1,2%,7,0%,8%,11%,5,-4%,7%,-1%
COCCN(Cc1cc2ccccc2[nH]c1=O)C(=O)c1ccccc1OC,6%,-8,-9%,10%,3%,1,-15%,4%,16%
CC(=O)Nc1cc(-c2cccc(C(=O)NCCN(C)C)c2)cn2c(-c3ccccc3)cnc12,.,-53*,.,?,0%,-24,-2%,16µM*,2%
COc1cccc(/C=N/n2c(-c3n[nH]c4c3CCC4)n[nH]c2=S)c1OC,-16%,.,-42%[inhibitor],19%,13%,-8,-5%,0%,3%
O=C(CSc1nnc(NC(=O)c2ccc(F)cc2)s1)NCc1ccco1,?,i,-37%[inhibitor],-1%,-4%,1,0%,3%,-12%
N#C/C(=C\c1ccc(N2CCOCC2)c([N+](=O)[O-])c1)c1nc2ccccc2[nH]1,10%,-104*,-42%[inhibitor],-10%,?,6,?,-6%,10µM*

# Not a hit list; about 11% have a hit in one of these screens.
